HSF1 inh: HSF1 inhibition. actives 0.77% (n = 300,000). activity change, negative = inhibition, % at 7.5 µM (by protocol). NIH3T3-HGL HSE-luciferase, MG132-induced, luminescence 8 h; active compounds read low;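 active means more than half of replicate wells show activity change below -50%, luminescence cut by over half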;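 further: luciferase reports HSF-1 transcriptional activity via heat shock element; 0% = median of DMSO wells and -100% = zero luminescence signal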
HSF1 activator: increases HSF-1 driven luciferase reporter signal; NIH3T3-HGL HSF-1 luciferase reporter, MG132, 8 h; 100% = twice DMSO control signal; activation, % at 9 µM; actives 1.7% (n = 300,000);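 active means mean replicate activation of at least 50% with a set share of replicates each reaching 50%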;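 further: 0% = median of the neutral control wells and 100% = twice that signal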
aSyn UTR inh: 5' untranslated region of α-synuclein, MLPCN primary screen; actives 0.82% (n = 300,000); alpha-synuclein 5'UTR reporter, inhibitor activity; inhibition, % (tested at 7.5 µM); in the data active means inhibition above about 60%;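 further: H4 neuroglioblastoma cells stably carrying SNCA 5'UTR luciferase fusion; 0% = DMSO wells and 100% = positive control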
IEC-6 tox: IEC-6 cytotoxicity, counter-screen for KLF5 inhibitors. inhibition, % at 5 µM. actives 0.78% (n = 290,000). AID 1825. luminescence viability; in the data active means inhibition above about 22%;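 further: 0% = plate median of test compound wells and 100% = cytotoxic reference compound wells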
HSP90 refold inh: inhibitors of HSP90 luciferase refolding in rabbit reticulocyte lysate; actives 0.91% (n = 290,000); AID 1789; inhibition, % at 5.6 µM; luciferase refolding luminescence, 3 h;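 active means inhibition above the screen-wide mean plus 3 SD, computed separately per campaign, cut at about 16% in these data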;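 further: 0% = DMSO wells and 100% = 60 µM geldanamycin wells; inhibitors lower the luminescence because luciferase stays unfolded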
GSK3B inh: inhibitors of human GSK3beta kinase; P49841; GST-GSK3beta kinase, ADP-Glo luminescence, 60 min; active compounds read low; activity score (negative = inhibition), % at 10 µM; actives 0.038% (n = 300,000);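 active means more than half of replicate wells score below -50%, meaning over 50% inhibition versus plate controls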;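 further: 0% = median DMSO wells and -100% = median GW8510 positive control wells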
Target sequence (P49841 whole entry, looked up): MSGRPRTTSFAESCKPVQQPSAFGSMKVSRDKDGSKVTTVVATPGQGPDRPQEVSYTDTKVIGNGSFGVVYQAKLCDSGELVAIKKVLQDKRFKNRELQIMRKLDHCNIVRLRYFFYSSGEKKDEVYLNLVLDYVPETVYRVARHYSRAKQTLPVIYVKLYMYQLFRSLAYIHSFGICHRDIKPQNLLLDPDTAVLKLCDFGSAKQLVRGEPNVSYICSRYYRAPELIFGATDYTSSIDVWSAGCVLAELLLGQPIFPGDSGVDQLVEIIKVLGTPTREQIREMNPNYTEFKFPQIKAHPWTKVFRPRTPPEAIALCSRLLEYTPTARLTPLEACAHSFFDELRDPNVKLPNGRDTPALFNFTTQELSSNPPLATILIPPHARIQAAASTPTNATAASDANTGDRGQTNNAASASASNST
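Test system: GST-tagged human GSK3beta kinase, cell-free; evaluation: activity score scaled between in-plate DMSO and GW8510 controls; measured by: ADP-Glo luminescence; incubation: 60 min reaction, RT; benchmarks: DMSO and 20 µM GW8510; reagent: peptide substrate plus 25 µM ATP (final); medium: Tris/MgCl2 kinase buffer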
KLF5 inhibitor: suppresses KLF5 promoter-driven expression | inhibition, % at 5 µM | AID 1700 | DLD-1 KLF5 promoter-luciferase reporter, luminescence | actives 0.23% (n = 290,000);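 active means inhibition above a per-plate limit of that plate's mean compound inhibition plus 3 SD, cut at about 60% in these data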;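 further: 0% = DMSO wells and 100% = LY294002 at 200 µM; higher means less KLF5 promoter-driven luciferase light; inactives centre near -14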
GSK3A inh: blocks human GSK-3 alpha kinase | P49840 | actives 0.1% (n = 320,000) | inhibition, % at 10 µM | ADP-Glo luminescence, 60 min | AID 2650;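 in the data active means inhibition above about 50%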;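 further: GST-tagged GSK-3 alpha with peptide substrate and 25 µM ATP; 0% = DMSO neutral wells and 100% = GW8510 positive control wells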
Target sequence (P49840 whole entry, looked up): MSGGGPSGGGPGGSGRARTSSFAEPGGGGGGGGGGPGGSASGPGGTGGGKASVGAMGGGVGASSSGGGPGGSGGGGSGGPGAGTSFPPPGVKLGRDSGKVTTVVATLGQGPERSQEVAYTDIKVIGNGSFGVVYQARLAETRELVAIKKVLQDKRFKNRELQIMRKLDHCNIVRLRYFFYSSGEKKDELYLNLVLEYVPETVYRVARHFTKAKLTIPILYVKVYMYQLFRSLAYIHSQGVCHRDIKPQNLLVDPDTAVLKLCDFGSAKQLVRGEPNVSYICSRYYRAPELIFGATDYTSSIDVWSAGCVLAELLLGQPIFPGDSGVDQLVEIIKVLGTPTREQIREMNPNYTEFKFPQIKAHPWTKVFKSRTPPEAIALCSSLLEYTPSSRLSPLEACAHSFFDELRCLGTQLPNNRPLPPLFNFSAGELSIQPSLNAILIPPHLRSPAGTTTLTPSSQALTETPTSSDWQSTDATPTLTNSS
PolyA inhibitor: inhibitors of polyadenylation in S. cerevisiae. calls only at 12 µM. AID 1875. actives 0.02% (n = 300,000). S. cerevisiae SKY197-pL101 polyadenylation reporter, beta-gal luminescence; efflux-impaired pdr1/pdr3 knockout yeast; score 100 = 6 SD above DMSO;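 active means lowest replicate activity score at least 50, where 100 means six control SD above control mean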;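 further: yeast exposed to compound for 9 h at 30 °C; higher score means more reporter readthrough which indicates perturbed polyadenylation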
AI-2 QS mod: modulates the Vibrio harveyi AI-2 quorum sensing system. Vibrio harveyi JMH597 AI-2 luminescence/OD600 ratio, 9 h; active compounds read low; strain lacks LuxN and CqsS sensors; 0 = neutral-control median. activity change, % at 7.5 µM. actives 0.4% (n = 300,000). AID 2094; in the data active means activity change below about -75%, passing the limit was not always enough;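 further: luminescence divided by OD600 gain over 9 h not by final OD600 alone; inactives centre near 13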
Active calls of the source: *.

O=C(COC(=O)CCc1nc2ccccc2c(=O)[nH]1)Nc1ccc(N2CCOCC2)cc1 was read as HSF1 inh 5, HSF1 activator 33, aSyn UTR inh 0, IEC-6 tox 3, HSP90 refold inh -2, GSK3B inh 1, KLF5 inhibitor 0, GSK3A inh -1, PolyA inhibitor inactive and AI-2 QS mod 21.
CCN1CCCC1CNC(=O)c1ccc2c(=O)n(CCOC)c(=O)[nH]c2c1 (stereo unspecified) was read as HSF1 inh 0, HSF1 activator -1, aSyn UTR inh 13, IEC-6 tox -9, HSP90 refold inh -2, GSK3B inh 3, KLF5 inhibitor -3, GSK3A inh -1, PolyA inhibitor inactive and AI-2 QS mod -1.
O=C(N/N=C/c1ccc2c(c1)OCO2)c1ccc2ccccc2n1 was read as HSF1 inh 10, HSF1 activator 10, aSyn UTR inh -2, IEC-6 tox 2, HSP90 refold inh -2, GSK3B inh 0, KLF5 inhibitor -16, GSK3A inh -1, PolyA inhibitor inactive and AI-2 QS mod 12.
O=C(CNC(=O)Cc1ccccc1)N=Nc1c(O)n(Cc2ccc3c(c2)OCO3)c2ccccc12 was read as HSF1 inh -2, HSF1 activator 2, aSyn UTR inh -4, IEC-6 tox 0, HSP90 refold inh 0, GSK3B inh 0, KLF5 inhibitor -27, PolyA inhibitor inactive and AI-2 QS mod 22.
COc1ccc(NC(=O)/C(C#N)=C/c2c(C)nn(-c3ccc(F)cc3)c2Cl)cc1OC was read as HSF1 inh 15, HSF1 activator 23, aSyn UTR inh -16, IEC-6 tox -4, HSP90 refold inh 1, GSK3B inh -2, KLF5 inhibitor -2, GSK3A inh 0, PolyA inhibitor inactive and AI-2 QS mod 8.
`CCCc1nc2c(c(=O)c3ccccc3n2C)c(=O)n1-c1ccc(F)cc1` gave HSF1 inh -4, HSF1 activator -10, aSyn UTR inh 22, IEC-6 tox -5, HSP90 refold inh 4, GSK3B inh 7, KLF5 inhibitor -22, GSK3A inh 0, PolyA inhibitor inactive and AI-2 QS mod 29.
Screening Cc1cccc(OCC2=N/C(=C\N(C)C)C(=O)O2)c1 returned HSF1 inh 3, HSF1 activator 10, aSyn UTR inh -50, IEC-6 tox -1, HSP90 refold inh -2, GSK3B inh -1, KLF5 inhibitor -87, GSK3A inh -1, PolyA inhibitor inactive and AI-2 QS mod 31.
For CC(C)(C)[C@H]1C=C(C(=O)O)O[C@@H](OCc2ccc(CO)cc2)C1 the results were HSF1 inh 4, HSF1 activator 7, aSyn UTR inh -35, GSK3B inh 0, GSK3A inh -2, PolyA inhibitor inactive and AI-2 QS mod 22.
`N#CC(c1ccccc1)c1cnccn1` (stereo unspecified) gave HSF1 inh -2, HSF1 activator 0, aSyn UTR inh 3, GSK3B inh 1, GSK3A inh -3, PolyA inhibitor inactive and AI-2 QS mod 22.
`O=C(NCCN1CCNC1=O)C1CCC(=O)N(CCc2ccccc2)C1` (stereo unspecified) gave HSF1 inh -33, HSF1 activator -43, aSyn UTR inh -3, IEC-6 tox -3, HSP90 refold inh 0, GSK3B inh 1, KLF5 inhibitor -13, GSK3A inh -2, PolyA inhibitor inactive and AI-2 QS mod 11.
`Cc1cccc(NS(=O)(=O)c2ccc(C)c(C(=O)NCc3ccncc3)c2)c1` gave HSF1 inh -1, HSF1 activator -14, aSyn UTR inh -5, GSK3B inh 1, PolyA inhibitor inactive and AI-2 QS mod 10.
`O=C(O)c1nccnc1C(=O)Nc1ccc(S(=O)(=O)N2CCOCC2)cc1` gave HSF1 inh -8, HSF1 activator 8, aSyn UTR inh 2, IEC-6 tox -5, HSP90 refold inh 1, GSK3B inh 0, KLF5 inhibitor -11, GSK3A inh 1, PolyA inhibitor inactive and AI-2 QS mod 17.
`Cc1cccc(N2CCN(S(=O)(=O)c3ccc4c(c3)NC(=O)CO4)CC2)c1C` gave HSF1 inh -1, HSF1 activator -13, aSyn UTR inh 6, IEC-6 tox 0, HSP90 refold inh -2, GSK3B inh -2, KLF5 inhibitor -9, GSK3A inh 0, PolyA inhibitor inactive and AI-2 QS mod 23.
`Cn1c(NC(=O)c2cccnc2)nc2ccccc21` gave HSF1 inh 11, HSF1 activator 28, aSyn UTR inh -101, IEC-6 tox 3, HSP90 refold inh -1, GSK3B inh 2, KLF5 inhibitor -70, GSK3A inh 3, PolyA inhibitor inactive and AI-2 QS mod 17.
`Cc1c(NC(=O)/C(C#N)=C/c2ccc(-c3ccc(Cl)cc3)o2)c(=O)n(-c2ccccc2)n1C` gave HSF1 inh 19, HSF1 activator 5, aSyn UTR inh 28, IEC-6 tox 0, HSP90 refold inh -1, GSK3B inh 1, KLF5 inhibitor -30, GSK3A inh -1, PolyA inhibitor inactive and AI-2 QS mod 15.
For O=C(O)[C@H](Cc1ccccc1)NC(=O)N1CCC(Cc2ccccc2)CC1 the results were HSF1 inh 2, HSF1 activator 1, aSyn UTR inh 8, IEC-6 tox -4, HSP90 refold inh -2, GSK3B inh 3, KLF5 inhibitor -2, GSK3A inh -2, PolyA inhibitor inactive and AI-2 QS mod 10.
CC1CC(C)CN(C(=O)CCS(=O)(=O)c2ccc3c(c2)NC(=O)CS3)C1 (stereo unspecified) was read as HSF1 inh 31, HSF1 activator 85*, aSyn UTR inh 22, IEC-6 tox 2, HSP90 refold inh -2, GSK3B inh 2, KLF5 inhibitor -17, GSK3A inh 0, PolyA inhibitor inactive and AI-2 QS mod 11.
Screening Cc1ccc(N(CC(=O)NC2CCCC2)C(=O)c2nsc(Cl)c2Cl)cc1 returned HSF1 inh -5, HSF1 activator 4, aSyn UTR inh -3, IEC-6 tox -7, HSP90 refold inh -2, KLF5 inhibitor 4, GSK3A inh -3 and PolyA inhibitor inactive.
`CCCC(=O)NCCSC` gave HSF1 inh -6, HSF1 activator -20, aSyn UTR inh 13, IEC-6 tox 6, HSP90 refold inh 0, KLF5 inhibitor -55, GSK3A inh -1 and PolyA inhibitor inactive.
`CC1CCN(c2nnc(NC(=O)Cn3c(=O)oc4ccccc43)s2)CC1` gave HSF1 inh -3, HSF1 activator 4, aSyn UTR inh -2, IEC-6 tox -7, HSP90 refold inh -2, GSK3B inh 1, KLF5 inhibitor -22, GSK3A inh -3, PolyA inhibitor inactive and AI-2 QS mod 4.

Some of these compounds in order of formula weight, lowest first:
Screening Cc1cccc(OCC2=N/C(=C\N(C)C)C(=O)O2)c1 returned HSF1 inh 3, HSF1 activator 10, aSyn UTR inh -50, IEC-6 tox -1, HSP90 refold inh -2, GSK3B inh -1, KLF5 inhibitor -87, GSK3A inh -1, PolyA inhibitor inactive and AI-2 QS mod 31.
`Cc1cccc(N2CCN(S(=O)(=O)c3ccc4c(c3)NC(=O)CO4)CC2)c1C` gave HSF1 inh -1, HSF1 activator -13, aSyn UTR inh 6, IEC-6 tox 0, HSP90 refold inh -2, GSK3B inh -2, KLF5 inhibitor -9, GSK3A inh 0, PolyA inhibitor inactive and AI-2 QS mod 23.
Screening Cc1ccc(N(CC(=O)NC2CCCC2)C(=O)c2nsc(Cl)c2Cl)cc1 returned HSF1 inh -5, HSF1 activator 4, aSyn UTR inh -3, IEC-6 tox -7, HSP90 refold inh -2, KLF5 inhibitor 4, GSK3A inh -3 and PolyA inhibitor inactive.
O=C(COC(=O)CCc1nc2ccccc2c(=O)[nH]1)Nc1ccc(N2CCOCC2)cc1 was read as HSF1 inh 5, HSF1 activator 33, aSyn UTR inh 0, IEC-6 tox 3, HSP90 refold inh -2, GSK3B inh 1, KLF5 inhibitor 0, GSK3A inh -1, PolyA inhibitor inactive and AI-2 QS mod 21.
O=C(CNC(=O)Cc1ccccc1)N=Nc1c(O)n(Cc2ccc3c(c2)OCO3)c2ccccc12 was read as HSF1 inh -2, HSF1 activator 2, aSyn UTR inh -4, IEC-6 tox 0, HSP90 refold inh 0, GSK3B inh 0, KLF5 inhibitor -27, PolyA inhibitor inactive and AI-2 QS mod 22.

New compounds follow
For Cc1cccc(NC(=O)CNC(=O)N2CC(=O)Nc3ccccc32)c1C the results were HSF1 inh -1, HSF1 activator 2, aSyn UTR inh -10, IEC-6 tox -8, HSP90 refold inh -4, GSK3B inh -1, KLF5 inhibitor -19, GSK3A inh -2, PolyA inhibitor inactive and AI-2 QS mod 24.
`O=C(c1nnsc1S(=O)(=O)c1ccc(Cl)cc1)N1CCOCC1` gave HSF1 inh -80*, HSF1 activator -81, aSyn UTR inh -34, IEC-6 tox 19, HSP90 refold inh 2, GSK3B inh -2, KLF5 inhibitor 29, PolyA inhibitor inactive and AI-2 QS mod -3.
For CC(C)(C)NC(=O)C(c1ccccc1)N(Cc1cccs1)C(=O)c1csnn1 (stereo unspecified) the results were HSF1 inh -1, HSF1 activator 21, aSyn UTR inh 18, IEC-6 tox -3, HSP90 refold inh 3, GSK3B inh 2, KLF5 inhibitor 4, GSK3A inh 1, PolyA inhibitor inactive and AI-2 QS mod 43.
Screening CC(=O)c1cccc(NC(=O)c2ccc3c(c2)CCCC3)c1 returned HSF1 inh -3, HSF1 activator 18, aSyn UTR inh -132, IEC-6 tox 2, HSP90 refold inh 6, GSK3B inh -1, KLF5 inhibitor -144, GSK3A inh 8, PolyA inhibitor inactive and AI-2 QS mod -1.
Screening Cc1cc(S(=O)(=O)N2CCC3(CC2)OCCN3S(=O)(=O)c2cccs2)ccc1F returned HSF1 inh 5, HSF1 activator 9, aSyn UTR inh 15, GSK3B inh -1, GSK3A inh 2, PolyA inhibitor inactive and AI-2 QS mod 13.
`COc1cc(CO)ccc1Oc1nc2ccccc2n2cnnc12` gave HSF1 inh 21, HSF1 activator 11, aSyn UTR inh 12, IEC-6 tox 3, HSP90 refold inh -2, GSK3B inh -4, KLF5 inhibitor -5, GSK3A inh 1, PolyA inhibitor inactive and AI-2 QS mod 2.
CCOC(=O)C(C)/C(C)=N\Nc1ccc([N+](=O)[O-])cc1[N+](=O)[O-] (stereo unspecified) was read as HSF1 inh -4, HSF1 activator -5, aSyn UTR inh 15, IEC-6 tox -2, HSP90 refold inh 3, GSK3B inh 3, KLF5 inhibitor -13, GSK3A inh -5, PolyA inhibitor inactive and AI-2 QS mod 13.
CCCc1cc(=O)oc2cc(OC(C)C(=O)NCc3ccccn3)c(Cl)cc12 (stereo unspecified) was read as HSF1 inh -1, HSF1 activator -3, aSyn UTR inh 15, IEC-6 tox 4, HSP90 refold inh 0, GSK3B inh 0, KLF5 inhibitor -16, GSK3A inh 0, PolyA inhibitor inactive and AI-2 QS mod 2.
Screening Cc1cccc(NC(=O)CN2CCSc3ccccc32)c1 returned HSF1 inh -8, HSF1 activator -5, aSyn UTR inh -16, IEC-6 tox -3, HSP90 refold inh 3, GSK3B inh 1, KLF5 inhibitor -2, GSK3A inh 0, PolyA inhibitor inactive and AI-2 QS mod 17.
For CCc1noc(C)c1C(=O)Nc1cc(S(=O)(=O)N2CCCCC2)ccc1N(C)C the results were HSF1 inh 7, HSF1 activator 13, aSyn UTR inh 6, GSK3B inh 5, GSK3A inh -2, PolyA inhibitor inactive and AI-2 QS mod 11.

A portion of the library, so the mix of outcomes need not match the whole.
